MITF act: MITF TRPM1 promoter activation in melanoma cells | SK-MEL-5 TRPM1-promoter luciferase, 24 h; % of positive control, neutral wells = 0 | activation, % at 12.5 µM | 300,000 compounds, 0.75% hits | AID 588334;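 active = mean activation of at least 80% with every replicate also reaching 80%; inconclusive = mean reaches 80% but some replicate falls short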;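 also: 0% = neutral control wells and 100% = parthenolide positive control wells; values of inactives mirror those of a sister screen read the other way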
SR-BI uptake up: enhances SR-BI lipid uptake from DiI-HDL; CHO ldlA[mSR-BI] cells, DiI-HDL uptake fluorescence, 3 h; 100 = double the neutral-control signal; activation, % at 12.5 µM; 320,000 compounds, 0.096% hits;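 active = mean replicate activation of at least 60% and every replicate at or above 60%; inconclusive = mean or all-replicate condition met, but not both; inactive = mean below 60% and not all replicates reaching 60%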;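 also: 0% = median plate neutral-control signal and 100% = twice that signal; values of inactives mirror those of a sister screen read the other way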
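Assay system: LDL receptor-deficient CHO ldlA cells overexpressing murine SR-BI / Medium: BSA-supplemented, HEPES-buffered Ham's F12, pH 7.4 / Probe or stimulus: DiI-labelled HDL at 10 µg/mL final / Timing: compound with DiI-HDL co-incubation, 3 h at 37 °C / Technique: bottom-read cell fluorescence after medium removal, ex 550/em 595 nm / Measure: HDL uptake via cellular fluorescence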
Wnt bcat act: activates Wnt/beta-catenin signaling in a reporter cell assay. activator, plate reader. activation, % at 9.35 µM. 300,000 compounds, 1.2% hits. AID 743398; in the data active = activation above about 30%, passing the limit was not always enough; inconclusive = no clear call, values can overlap the other calls;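 also: 0% = neutral control wells and 100% = positive control wells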
dFosB activator: mouse delta FosB homodimer activation; P13346; purified delta FosB, TAMRA-CDK5 oligo fluorescence polarization; percent of positive-control signal above neutral wells; activation, % at 25 µM; 340,000 compounds, 0.99% hits; AID 493131;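 active = mean activation above about 17%, with every replicate also reaching it, limit read from the data, passing the limit was not always enough; inconclusive = only one of the two conditions met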;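 also: fluorescence polarization rise as delta FosB binds a TAMRA Cdk5 AP-1 oligo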
Target sequence (P13346 whole entry, looked up): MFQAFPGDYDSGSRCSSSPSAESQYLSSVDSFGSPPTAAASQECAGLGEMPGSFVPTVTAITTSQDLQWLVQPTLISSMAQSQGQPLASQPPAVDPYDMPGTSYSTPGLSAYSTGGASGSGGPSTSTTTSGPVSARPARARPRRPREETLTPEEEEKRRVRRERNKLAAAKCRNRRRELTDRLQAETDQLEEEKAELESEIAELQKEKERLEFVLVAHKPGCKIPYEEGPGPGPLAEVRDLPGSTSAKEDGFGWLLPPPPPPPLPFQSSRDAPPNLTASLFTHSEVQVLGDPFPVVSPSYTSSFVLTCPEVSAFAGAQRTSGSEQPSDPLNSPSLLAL
RTF Ca sens act: increases calcium sensitivity of human cardiac regulated thin filaments; 340,000 compounds, 0.24% hits; IANBD-labeled TnC RTF fluorescence at EC20 calcium; 0% EC20 calcium, 100% full calcium; AID 493008; activation, % at 7.2 µM; P19429+P45379;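 active = activation above the mean over all tested compounds plus 3 SD, cut at about 30% in these data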;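 also: rise in fluorescence read as greater calcium sensitivity of cardiac thin filaments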
HTR5A ag ctr: HTR5A agonism, opioid heterodimer counter-screen | P47898 | HTR5A agonist assay, luminescence, cell-based | activation, % at 9.3 µM | 340,000 compounds, 0.61% hits | AID 504692; in the data active = activation mostly above about 9.5%, no sharp cut-off; inactive = mostly below about 7.6%;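 also: 0% = cells with vehicle only and 100% = reference agonist; strong numbers were not always called active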
Target sequence (P47898 whole entry, looked up): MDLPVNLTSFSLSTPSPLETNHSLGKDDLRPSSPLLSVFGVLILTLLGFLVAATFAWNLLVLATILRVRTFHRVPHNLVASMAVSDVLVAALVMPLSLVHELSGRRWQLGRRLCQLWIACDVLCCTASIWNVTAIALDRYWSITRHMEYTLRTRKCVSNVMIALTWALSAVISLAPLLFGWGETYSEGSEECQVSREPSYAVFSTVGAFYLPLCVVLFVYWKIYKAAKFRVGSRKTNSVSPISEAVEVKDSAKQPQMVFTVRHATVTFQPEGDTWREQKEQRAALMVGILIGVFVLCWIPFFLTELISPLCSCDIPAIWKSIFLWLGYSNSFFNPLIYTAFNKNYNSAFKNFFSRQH
Rtt109 Vps75: C. albicans Rtt109 histone acetyltransferase inhibition; Q5AAJ8; AID 540336; inhibition, % at 34.9 µM; 330,000 compounds, 0.16% hits; purified Rtt109/Vps75, ThioGlo CoA-SH fluorescence, 4 h;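 active = inhibition of at least 50% in every replicate; inconclusive = best replicate reaches 50% inhibition but some replicates fall short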
Target sequence (Q5AAJ8 whole entry, looked up): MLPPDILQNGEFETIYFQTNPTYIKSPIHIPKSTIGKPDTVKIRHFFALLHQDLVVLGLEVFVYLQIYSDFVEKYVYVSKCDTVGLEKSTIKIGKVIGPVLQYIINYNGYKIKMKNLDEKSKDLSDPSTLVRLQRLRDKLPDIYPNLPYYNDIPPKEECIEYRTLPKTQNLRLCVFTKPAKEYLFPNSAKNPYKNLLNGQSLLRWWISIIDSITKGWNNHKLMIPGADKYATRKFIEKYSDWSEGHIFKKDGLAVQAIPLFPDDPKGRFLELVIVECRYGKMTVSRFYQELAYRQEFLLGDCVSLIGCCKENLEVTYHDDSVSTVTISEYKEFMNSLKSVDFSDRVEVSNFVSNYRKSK
PvdQ acylase: P. aeruginosa PvdQ acylase inhibition; purified PvdQ acylase, fluorescence plate reader; inhibition, % at 10 µM; 340,000 compounds, 0.063% hits; AID 488965; in the data active = inhibition above about 30%, passing the limit was not always enough; inconclusive = no clear call, values can overlap the other calls;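 also: 0% = vehicle neutral wells and 100% = reference inhibitor wells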
SR-BI DiI inh: mouse SR-BI HDL lipid transfer inhibition | ldlA[mSR-BI] CHO cells, DiI-HDL uptake fluorescence, 3 h | AID 488896 | inhibition, % at 12.5 µM | 320,000 compounds, 0.96% hits | Q61009;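 active = mean replicate inhibition of at least 70% and a set share of replicates each scoring 70 or more; inconclusive = meets just one of the two criteria; inactive = fails both criteria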;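 also: 0% = median of neutral control wells and 100% = median of positive control wells; values of inactives mirror those of a sister screen read the other way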
CDK5 inh: inhibitors of human CDK5/p35 kinase; Q00535+Q15078; Recombinant CDK5/p35, ADP-Glo luminescence, 60 min; AID 488839; 330,000 compounds, 0.01% hits; inhibition, % at 10 µM;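 active = highest replicate inhibition of at least 50% and at least 75% of replicates reaching 50%; inconclusive = only one of the two criteria met; inactive = both criteria failed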;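 also: plate controls were DMSO neutral control for no effect and GW8510 at 10 µM for full effect; many of its hits are not listed in these tables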
Numbers without * were called inactive; u = inconclusive; x = not tested or not shown.

SMILES | MITF act | SR-BI uptake up | Wnt bcat act | dFosB activator | RTF Ca sens act | HTR5A ag ctr | Rtt109 Vps75 | PvdQ acylase | SR-BI DiI inh | CDK5 inh
O=S(=O)(c1ccc(Cl)cc1)N1CCN=C1SCc1cccnc1 | -8 | 15 | u | -4 | -4 | -1 | -1 | -11 | -15 | 1.3
O=c1[nH]c2ccccc2c2ccccc12 | -3 | 9 | -8 | -18 | -2 | 1 | -3 | 2 | -9 | 1.7
CCc1nc2ccc(C(=O)NCCc3ccco3)cc2nc1CC | 87* | -14 | x | -16 | -7 | -5 | -6 | -10 | 14 | 1.4
Cc1ccc(CSc2nnc(CC(=O)Nc3ccc(C)cc3)n2C)cc1 | -5 | 2 | -5 | 1 | 4 | -1 | -8 | -5 | -2 | 0.7
O=c1c2ccccc2nc(SCc2ccc(F)cc2Cl)n1CCCN1CCOCC1 | 7 | x | 0 | -7 | -6 | 1 | -1 | -3 | x | -0.3
COc1ccc(C2=NN(C(=O)c3ccccc3C(=O)O)C(c3ccccc3O)C2)cc1 (configuration not stated) | 59 | x | 43* | -7 | 8 | 13 | 11 | -10 | x | 0.0
CCCCCC(=O)NC(CC(=O)OC)c1ccc2c(c1)OCO2 (configuration not stated) | -14 | 3 | 1 | -6 | -3 | 2 | -25 | -15 | -3 | -2.0
CCNc1nc(NCC)n2c(SCC(=O)Nc3cc(OC)ccc3OC)nnc2n1 | -6 | -10 | 0 | -7 | -6 | -2 | -5 | 9 | 10 | 1.1
Cc1cc(C)c2c(CN3CCN(Cc4ccc5c(c4)OCO5)CC3)cc(=O)oc2c1C | 6 | 23 | -2 | -1 | 5 | -3 | -1 | -10 | -23 | -1.1
COc1cc(/C=N/NC(=O)c2cccs2)ccc1O | 4 | 15 | 4 | -14 | -2 | 4 | 1 | 7 | -15 | 1.1
CN(CC(=O)Nc1ccc(F)cc1)C(=O)COC(=O)CSc1ccc(F)cc1 | -6 | 2 | 4 | 2 | 3 | 1 | 0 | -8 | -2 | 1.5
Cc1cc(C)nc(N2CCN(c3nnnn3-c3ccccc3)CC2)n1 | 2 | 2 | x | -1 | 3 | 3 | 0 | -2 | -2 | -0.7
Cc1nc2ccccn2c1/C(O)=C1\C(=O)C(=O)N(CCN2CCOCC2)C1c1cccnc1 (configuration not stated) | -7 | 15 | x | 1 | 8 | 3 | 1 | -9 | -15 | -0.9
Cc1nn(CC(=O)O)c(C)c1[N+](=O)[O-] | -11 | -1 | -1 | -5 | 10 | -1 | -2 | -13 | 1 | -0.4
CCCc1nnc(NC(=O)CCC(=O)N2CCCCCC2)s1 | -1 | 17 | -9 | -4 | -5 | 2 | 1 | -5 | -17 | -1.1
O=c1cc(Cc2ccccc2)[nH]c(=S)[nH]1 | -3 | 26 | -5 | 7 | 0 | 0 | 2 | -14 | -26 | -4.2
Cc1ccc2c(c1)c(=O)c1c3n2CCN(C(=O)CCl)C3CC1 (configuration not stated) | -37 | 3 | -6 | -11 | 6 | 4 | 2 | -3 | 13 | -2.8
COc1ccc(C)cc1NC(=O)CN1C(=O)c2cccc3cccc1c23 | -7 | -8 | 0 | 0 | 3 | 4 | -28 | -7 | 8 | -0.5
CCOC(=O)/C(C#N)=C\c1ccc(OC)c(OC)c1 | -4 | -8 | -1 | -4 | -1 | 2 | x | -4 | 8 | -1.0
Cn1c(NC(=O)c2cccnc2)nc2ccccc21 | 51 | x | x | -12 | -1 | -2 | -2 | -2 | x | 4.5
CN1CCN(NC(=O)Nc2ccc([N+](=O)[O-])cc2)CC1 | -6 | 35 | 0 | 3 | -2 | 3 | -1 | -7 | -35 | -1.8
CCn1cc(C(=O)N2CCCC(N3CCN(c4cccc(C(F)(F)F)c4)CC3)C2)cn1 (configuration not stated) | 0 | x | 1 | -1 | -5 | 0 | -6 | -2 | x | 0.9
COc1ccc(NC(=O)CN2C(=O)C(=O)N(C3CCCC3)C2=O)c(OC)c1 | 0 | 20 | 1 | -5 | 2 | -5 | 2 | -11 | -20 | -0.2
COc1ccc(N2C(=O)CC(Sc3nnc(-c4ccccc4)o3)C2=O)cc1 (configuration not stated) | x | 12 | -13 | 2 | -1 | 2 | 6 | 0 | -12 | 2.8
CCC(=O)Nc1ccc(C(=O)N2CCN(C(=O)c3ccco3)CC2)cc1 | 0 | 13 | -11 | -1 | -5 | 1 | 21 | 7 | -9 | 0.8
Next section:
SMILES | MITF act | SR-BI uptake up | Wnt bcat act | dFosB activator | RTF Ca sens act | HTR5A ag ctr | Rtt109 Vps75 | PvdQ acylase | SR-BI DiI inh | CDK5 inh
CC12CCC(=O)N1C(C(=O)NNC(=O)c1ccccc1Cl)CS2 (configuration not stated) | 0 | 15 | -3 | 7 | -3 | 0 | 5 | 0 | -15 | -0.3
CC1CN(S(=O)(=O)c2ccc(-c3nc4ccccc4s3)cc2)CC(C)O1 (configuration not stated) | -2 | -16 | x | 2 | -2 | -2 | -10 | -4 | 16 | -1.9
O=C(Cn1c(=O)[nH]c2ccccc2c1=O)N1CCN(c2cccc(Cl)c2)CC1 | 3 | -25 | 25 | -1 | -4 | -2 | -8 | -10 | 25 | -0.8
O=C(c1cc([N+](=O)[O-])cc([N+](=O)[O-])c1)N1CCOCC1 | -7 | 27 | -3 | 0 | 1 | 6 | 4 | -7 | -27 | -1.4
CCc1c(C)c(C#N)c2nc3ccccc3n2c1Nc1c(C)n(C)n(-c2ccccc2)c1=O | x | -16 | x | -6 | 0 | 2 | x | -16 | 16 | 0.6
O=C(O)c1ccc2c(c1)C(c1ccccc1)OC2=O (configuration not stated) | -1 | 12 | x | 3 | 1 | 6 | 13 | -4 | -12 | -0.6
Cc1cc(C(F)(F)F)nn1Cc1n[nH]c(=S)n1-c1ccc(Cl)cc1 | 6 | 17 | x | -1 | 2 | 6 | -8 | -9 | -17 | -3.1
Cc1ccc2cc(CN(CCN3CCCC3)C(=O)Nc3ccccc3)c(=O)[nH]c2c1C | 20 | 14 | x | 5 | 4 | 7 | 5 | 0 | -14 | -1.1
Cc1ccc(-n2c(CSc3nc(C)cc(C)n3)nnc2SCC(=O)Nc2nccs2)cc1 | 5 | 17 | -1 | -1 | 6 | -4 | -12 | -4 | -17 | 1.5
Cc1cccc2cc(CN(Cc3ccco3)C(=O)c3ccco3)c(=O)[nH]c12 | -1 | x | -2 | -8 | -4 | 4 | -3 | -7 | x | -4.2
CCOc1nc(NCCc2ccc(OC)c(OC)c2)nc(N2CCN(c3ccc(OC)cc3)CC2)n1 | 12 | -35 | x | -2 | 0 | 1 | -4 | -6 | 35 | -1.6
O=C(COC(=O)c1ccc(Br)cc1)Nc1cccnc1Cl | -4 | 9 | 0 | -1 | 1 | -5 | -8 | 10 | -9 | -0.4
O=Cc1ccc(-c2cccc([N+](=O)[O-])c2)o1 | x | 13 | 2 | 3 | -1 | 2 | -15 | 20 | -13 | 0.0
CCc1ccc(OCC(=O)NC(C)C)cc1 | 23 | 15 | 5 | 8 | 2 | 3 | -4 | -12 | -15 | 0.6
CCOC(=O)c1cn(CC(=O)Nc2ccc3c(c2)OCCO3)nn1 | x | -36 | x | -4 | 3 | -2 | -5 | -14 | 36 | -0.3
Cn1c(CCN2CCCC2)nc2cc(NS(=O)(=O)c3ccc(Cl)cc3)ccc21 | -14 | -6 | 0 | 7 | 4 | 2 | 1 | -11 | 6 | 2.4
CC1(C)Cc2noc(N)c2C(C)(C)N1OC(=O)c1scc2c1OCCO2 | 7 | 12 | x | 3 | -13 | -2 | -6 | 1 | -12 | 0.3
O=[N+]([O-])c1ccc(CCn2ccnc2)cc1 | x | -18 | 1 | -4 | 2 | 2 | 0 | 8 | 18 | 0.8
Cc1oc2cc3oc(=O)c(CCC(=O)NCCCN4CCCC4=O)c(C)c3cc2c1C | 9 | -8 | -1 | -3 | 5 | 5 | -32 | -11 | 8 | -1.9
Cc1cc(C)c(C)c(S(=O)(=O)NCc2ccc(C(=O)N3CCCC3)cc2)c1C | -8 | 0 | 2 | -9 | 4 | 0 | 1 | -8 | 0 | -1.7
Cn1c(COc2ccc(Cl)cc2Cl)nnc1SCC(=O)NCC1CCCO1 (configuration not stated) | 5 | x | 0 | -9 | -2 | 7 | 4 | -11 | x | -0.9
COc1ccc(CN2CC(=O)N(c3ccc(C)cc3)C2=S)cc1OC | -8 | 2 | x | -4 | 4 | 7 | 0 | -11 | -2 | -1.9
COc1ccc(/C(C)=N/NC(=O)c2cccc(S(=O)(=O)N3CCCC3)c2)c(O)c1 | -73 | -103 | -5 | -2 | -17 | -2 | -50 | 2 | 103* | 0.7
COc1ccc(-c2cc3c(=O)n(CC(=O)NCCCN4CCC(Cc5ccccc5)CC4)ncn3n2)cc1 | -68 | -13 | 11 | -7 | 1 | 1 | 2 | -19 | 13 | -0.4
CO/N=C/NC(=O)c1c(OC)ccnc1Oc1cccc(C(F)(F)F)c1 | -7 | 7 | x | -10 | 8 | 4 | 2 | -8 | -7 | -1.9

Compound profiles, as listed above. Values in the order: MITF act, SR-BI uptake up, Wnt bcat act, dFosB activator, RTF Ca sens act, HTR5A ag ctr, Rtt109 Vps75, PvdQ acylase, SR-BI DiI inh, CDK5 inh
Cc1ccc2cc(CN(CCN3CCCC3)C(=O)Nc3ccccc3)c(=O)[nH]c2c1C is entered as 20, 14, x, 5, 4, 7, 5, 0, -14, -1.1
O=[N+]([O-])c1ccc(CCn2ccnc2)cc1 is entered as x, -18, 1, -4, 2, 2, 0, 8, 18, 0.8

Next part
SMILES | MITF act | SR-BI uptake up | Wnt bcat act | dFosB activator | RTF Ca sens act | HTR5A ag ctr | Rtt109 Vps75 | PvdQ acylase | SR-BI DiI inh | CDK5 inh
O=C1CC(N2CCN(c3nc4ccccc4s3)CC2)C(=O)N1c1ccc(F)cc1 (configuration not stated) | 10 | x | x | 2 | 2 | 1 | 8 | -3 | x | -1.8
Cn1cc(C(F)(F)F)nc1-c1ccc(OCC(O)CNCCOc2ccc(O)c(C(N)=O)c2)cc1 (configuration not stated) | 1 | -53 | -4 | 6 | 2 | -2 | -6 | -14 | 53 | -1.1
NC(=O)c1cc(Cl)ccc1OCC(=O)NC1CC1 | -3 | 11 | 4 | -6 | 2 | 0 | 1 | -13 | -11 | 3.0
O=C1C2C3C=CC(C3)C2C(=O)N1c1ccncc1 (configuration not stated) | 1 | 8 | x | 3 | -1 | 3 | -4 | -12 | -8 | 0.6
O=C(CSCc1ccc(F)cc1)N1CCN(c2ccccc2)CC1 | 18 | 13 | 2 | -3 | -2 | 4 | 11 | -5 | -13 | -2.4
Cc1cccc(CC(=O)N2CCC(N3CCC(C(=O)N4CCOCC4)CC3)CC2)c1 | 11 | 5 | -3 | -3 | -2 | 1 | 4 | -10 | -5 | -0.7

Screening data (PubChem BioAssay)
